M4 PAM – potentiates acetylcholine response at human M4 receptor; CHO-K1 hM4/Gqi5, Fluo-8 calcium fluorescence, ACh EC20; 0% = ACh EC20, 100% = maximal ACh; 360,000 tested, 0.4% active; AID 624126; P08173; activation, % at 3 µM;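 active means activation above its plate's cutoff, the mean activation of sample wells plus 3 SD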; further: some results filed as inactive read as strong as hits
CHRM5 agonist – CHRM5 agonism in calcium assay; CHO-K1 hM5 cells, Fluo-8 calcium fluorescence; 0% DMSO wells, 100% maximal acetylcholine response; activation, % at 3 µM; 360,000 tested, 0.19% active;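 active means activation above the run's mean over test compounds plus 3 SD, cut at about 23% in these data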;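 further: signal is peak over basal fluorescence ratio across the kinetic read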
Target sequence (P08912 whole entry, looked up): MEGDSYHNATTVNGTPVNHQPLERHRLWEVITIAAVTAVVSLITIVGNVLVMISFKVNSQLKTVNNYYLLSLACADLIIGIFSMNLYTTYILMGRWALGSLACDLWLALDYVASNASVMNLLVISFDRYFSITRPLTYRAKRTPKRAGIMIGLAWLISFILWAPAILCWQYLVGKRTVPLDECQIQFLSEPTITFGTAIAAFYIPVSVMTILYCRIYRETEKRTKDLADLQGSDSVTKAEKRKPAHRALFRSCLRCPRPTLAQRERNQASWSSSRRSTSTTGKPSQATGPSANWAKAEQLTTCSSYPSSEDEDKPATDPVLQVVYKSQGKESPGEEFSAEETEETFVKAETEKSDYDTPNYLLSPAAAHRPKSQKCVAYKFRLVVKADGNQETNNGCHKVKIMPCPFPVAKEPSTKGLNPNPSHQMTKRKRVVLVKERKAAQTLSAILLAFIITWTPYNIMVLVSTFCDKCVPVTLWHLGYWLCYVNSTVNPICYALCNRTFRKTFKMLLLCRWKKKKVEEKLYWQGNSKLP
M1 PAM – potentiates human M1 receptor response to acetylcholine. P11229. 360,000 tested, 0.088% active. activation, % at 3 µM. AID 588819. CHO-K1 hM1, Fluo-8 calcium fluorescence, ACh EC20; 0% = ACh EC20, 100% = maximal ACh; in the data active means activation above about 19%, passing the limit was not always enough
Target sequence (P11229 whole entry, looked up): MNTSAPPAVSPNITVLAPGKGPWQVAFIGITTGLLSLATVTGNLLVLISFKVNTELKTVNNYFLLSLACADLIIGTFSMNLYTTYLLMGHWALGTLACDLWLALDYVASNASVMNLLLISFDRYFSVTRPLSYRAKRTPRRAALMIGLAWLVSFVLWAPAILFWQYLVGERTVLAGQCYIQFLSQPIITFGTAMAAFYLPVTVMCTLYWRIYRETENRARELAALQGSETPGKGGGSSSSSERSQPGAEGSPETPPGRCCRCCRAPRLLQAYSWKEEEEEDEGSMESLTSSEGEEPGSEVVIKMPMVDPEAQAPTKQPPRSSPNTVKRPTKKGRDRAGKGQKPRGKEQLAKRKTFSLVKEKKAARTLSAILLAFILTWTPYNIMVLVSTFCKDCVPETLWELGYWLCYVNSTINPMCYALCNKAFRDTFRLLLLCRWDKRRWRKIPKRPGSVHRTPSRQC
M5 PAM – CHRM5 positive allosteric modulation; P08912; activation, % at 3 µM; CHO-K1 hM5, Fluo-8 calcium, ACh EC20 PAM; 0% = ACh EC20, 100% = ACh EC100; 360,000 tested, 0.3% active;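 active means activation above the run cutoff, the mean activation of all test compounds plus 3 SD, cut at about 18% in these data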
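System: CHO-K1 cell line with stable human muscarinic M5 receptor expression | Also added: EC20 acetylcholine as agonist stimulus | Compound: One concentration, 3 µM final (nominal) | Timing: Fluo-8 loading 80 min at 37 °C plus 30 min room temperature | Measured by: Fluo-8 calcium dye fluorescence, kinetic read | Read-out basis: % activation, ACh-normalized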
CRFBP-R2 block – CRF-BP/CRF-R2 complex antagonism; HEK293 CRF-R2/CRF-BP, CRF-induced calcium fluorescence; inhibition, % at 11.8 µM; 350,000 tested, 0.59% active; AID 588475;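 active means inhibition of the ligand-induced calcium signal above about 50% at the single tested concentration, limit read from the data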
CHRM4 agonist – agonists of human muscarinic M4 receptor (CHRM4) | 360,000 tested, 0.14% active | AID 624127 | activation, % at 3 µM | CHO-K1 hM4/Gqi5, Fluo-8 calcium fluorescence; vehicle 0%, full acetylcholine response 100%;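 active means activation above the run mean over all test wells plus 3 SD, cut at about 32% in these data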;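 further: peak over basal fluorescence ratio per well then scaled between controls; 0% = DMSO wells and 100% = acetylcholine at EC100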
CHRM4 antagonist – blocks acetylcholine activation of human M4 receptor; CHO-hM4 cells, ACh EC80, Fluo-8 calcium fluorescence; 360,000 tested, 0.73% active; P08173; inhibition, % at 3 µM; AID 624125;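 active means inhibition above its plate's cutoff, the mean inhibition of sample wells plus 3 SD, cut at about 27% in these data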;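 further: 0% = acetylcholine EC80 with DMSO and 100% = DMSO without agonist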
CRFBP-R2 agonist – CRF-BP/CRF-R2 complex agonism; activation, % at 13.2 µM; 350,000 tested, 0.46% active; HEK293 CRF-R2/CRF-BP, calcium dye fluorescence (FLIPR); percent of saturating CRF peptide response;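 active means activation of at least 50%, plus an integration ratio under a set limit after plate pattern correction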;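 further: plate controls were neutral control wells without compound for no effect and CRF at EC100 for full effect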
M5 antag – antagonists of human muscarinic M5 receptor (CHRM5); 360,000 tested, 0.59% active; inhibition, % at 3 µM; P08912; CHO-hM5 cells, Fluo-8 calcium fluorescence, ACh EC80;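 active means inhibition above a per-plate cutoff, the mean of that plate's test compounds plus 3 SD, cut at about 27% in these data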;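 further: 0% = acetylcholine EC80 with DMSO and 100% = DMSO without agonist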
Numbers without * were called inactive; · = no result given.

No.	SMILES	M4 PAM	CHRM5 agonist	M1 PAM	M5 PAM	CRFBP-R2 block
1	CCOC(=O)c1sc(=S)n(CC)c1NC(=O)CC	5	1	7	0	6
2	CC1(c2ccc3c(c2)OCO3)NC(=O)N(CC(=O)c2ccc[nH]2)C1=O (stereo not drawn)	1	4	0	2	-9
3	CC(=O)NCC1(O)CCCC(C)C1 (stereo not drawn)	15	7	19	6	8
4	CN(NC(=O)NN(C)C(=O)c1ccccc1)C(=O)c1ccccc1	9	0	1	-6	8
5	Cc1ccccc1-c1nc(CN(Cc2c(C)nn(C)c2C)C2CC2)c(C)o1	8	-3	-1	0	-11
6	CCn1c(COc2ccc(Cl)cc2)nnc1SCc1ccc(C#N)cc1	-6	-5	-7	-7	0
7	CN(CC(=O)NCCc1ccc(S(N)(=O)=O)cc1)Cc1c(F)cccc1Cl	-10	-3	9	1	17
8	CC(NC(=O)[C@H](C)N1C(=O)N2CCc3c([nH]c4ccccc34)[C@@]2(C)C1=O)c1ccccc1 (stereo partly drawn)	1	3	6	1	-7
9	COc1ccc(S(=O)(=O)NC(CC(=O)NCC2CCCO2)c2ccco2)cc1 (stereo not drawn)	15	0	6	3	-1
10	Cc1cnc(C(=O)OCC(=O)NCCc2ccccc2)cn1	17	-3	6	-3	-7
11	CC1(C)C2([N+](=O)[O-])CN(CCO)CC1([N+](=O)[O-])CN(CCO)C2	-1	2	7	6	20
12	Cc1c(NC(=O)c2cc3c(s2)-c2ccccc2OC3)cccc1[N+](=O)[O-]	-21	-3	-6	-12	-70
13	COc1cc(NC(=O)CN2CCN(c3ccccc3)CC2)c(C)cc1[N+](=O)[O-]	5	-3	9	6	7
14	CCCSc1nc2sc3c(c2c(=O)[nH]1)CCN(Cc1ccccc1)C3	2	-2	-7	-2	-14
15	O=C(C1=C[C@H](c2ccc(C(F)(F)F)cc2)C[C@H](OCCCCO)O1)N1CCN(Cc2ccccc2)CC1	4	-1	-3	-6	-7

No.	CHRM4 agonist	CHRM4 antagonist	CRFBP-R2 agonist	M5 antag
1	0	-15	4.3	6
2	3	1	1.7	0
3	1	6	0.2	-1
4	2	-29	-0.4	-2
5	4	-4	-0.2	1
6	5	3	-0.1	-4
7	1	0	-2.0	9
8	3	-11	-1.2	3
9	0	4	0.3	5
10	0	24	-0.3	22
11	0	2	-1.3	-4
12	8	-9	-1.6	7
13	1	-3	0.0	-8
14	2	-3	44	1
15	5	1	-0.2	11

In a second layout: ten of the compounds above
no.	molecule	M4 PAM	CHRM5 agonist	M1 PAM	M5 PAM	CRFBP-R2 block	CHRM4 agonist	CHRM4 antagonist	CRFBP-R2 agonist	M5 antag
1	CCOC(=O)c1sc(=S)n(CC)c1NC(=O)CC	5	1	7	0	6	0	-15	4.3	6
2	CC1(c2ccc3c(c2)OCO3)NC(=O)N(CC(=O)c2ccc[nH]2)C1=O (stereo not drawn)	1	4	0	2	-9	3	1	1.7	0
3	CC(=O)NCC1(O)CCCC(C)C1 (stereo not drawn)	15	7	19	6	8	1	6	0.2	-1
4	CN(NC(=O)NN(C)C(=O)c1ccccc1)C(=O)c1ccccc1	9	0	1	-6	8	2	-29	-0.4	-2
5	Cc1ccccc1-c1nc(CN(Cc2c(C)nn(C)c2C)C2CC2)c(C)o1	8	-3	-1	0	-11	4	-4	-0.2	1
6	CCn1c(COc2ccc(Cl)cc2)nnc1SCc1ccc(C#N)cc1	-6	-5	-7	-7	0	5	3	-0.1	-4
7	CN(CC(=O)NCCc1ccc(S(N)(=O)=O)cc1)Cc1c(F)cccc1Cl	-10	-3	9	1	17	1	0	-2.0	9
8	CC(NC(=O)[C@H](C)N1C(=O)N2CCc3c([nH]c4ccccc34)[C@@]2(C)C1=O)c1ccccc1 (stereo partly drawn)	1	3	6	1	-7	3	-11	-1.2	3
9	COc1ccc(S(=O)(=O)NC(CC(=O)NCC2CCCO2)c2ccco2)cc1 (stereo not drawn)	15	0	6	3	-1	0	4	0.3	5
10	Cc1cnc(C(=O)OCC(=O)NCCc2ccccc2)cn1	17	-3	6	-3	-7	0	24	-0.3	22

Continued.
No.	SMILES	M4 PAM	CHRM5 agonist	M1 PAM	M5 PAM	CRFBP-R2 block
16	Cc1occc1C(=O)N/N=C/C1=C(N2CCOCC2)C(=C\c2ccc(Cl)cc2Cl)/CC1	-2	-2	-4	-3	-19
17	COc1ccc(OC)c(NC(=O)CSc2ccccc2)c1	-1	-9	6	-3	2
18	Cn1c(CNC(=O)Nc2cccc(Cl)c2)nnc1SCc1ccccc1	-8	0	0	-12	-7
19	O=C1c2ccccc2C(c2nnnn2Cc2ccccc2)N1Cc1ccco1 (stereo not drawn)	16	0	·	0	·
20	COc1cccc(-c2cc(C(=O)N3CCN(C(=O)c4ccco4)CC3)[nH]n2)c1	7	1	11	5	1
21	Cc1ccc(C(=O)N(C)CC(=O)Nc2ccc(N3CCOCC3)cc2)s1	4	2	12	2	16
22	CS(=O)(=O)c1ccc(C(=O)OCC(=O)N2CCOCC2)cc1[N+](=O)[O-]	-1	2	-15	3	·
23	CN(Cc1cnc2nc(N)nc(N)c2n1)c1ccc(C(=O)NC(CCC(=O)O)C(=O)O)c2ccccc12 (stereo not drawn)	7	-2	17	-9	-2
24	Cn1cc(CCC(=O)NCc2ccc3c(c2)OCO3)c2ccccc21	-4	-2	2	-4	6
25	COc1ccc(Cc2nnc(NC(=O)C3CC(=O)N(c4ccccc4C)C3)s2)cc1OC (stereo not drawn)	3	1	9	-2	7
26	Clc1ccccc1-c1nn2c(COc3ccccc3)nnc2s1	1	1	8	-3	19
27	COc1ccc(NCC(=O)N/N=C2\CCCC(C)C2)cc1 (stereo not drawn)	-3	-1	13	-3	8
28	O=C(c1ccc(Cl)cc1Cl)N1CCc2ccccc21	2	-9	5	3	9
29	N#Cc1c(-c2ccccc2)nc(SCC(=O)Nc2ccccc2F)[nH]c1=O	-2	0	2	2	-2
30	COc1cc2c3nnc(-c4ccc(F)cc4)c-3cn(Cc3ccccc3F)c2cc1OC	11	0	11	0	-1

No.	CHRM4 agonist	CHRM4 antagonist	CRFBP-R2 agonist	M5 antag
16	1	4	6.9	10
17	0	-5	-1.8	3
18	11	-2	-0.9	4
19	0	-3	·	11
20	3	1	-0.5	-5
21	3	-4	0.7	5
22	0	9	·	-1
23	0	-8	5.0	16
24	-1	6	-2.0	2
25	1	-9	0.4	7
26	1	-4	0.3	3
27	1	0	-2.5	-5
28	-2	-13	0.2	4
29	0	4	1.0	5
30	1	-3	-0.2	3

Later entries
No.	SMILES	M4 PAM	CHRM5 agonist	M1 PAM	M5 PAM	CRFBP-R2 block
31	COc1cccc(COc2cc3ccccc3nc2C)c1	-2	3	-7	-16	4
32	O=C(CSc1nc2cc(Cl)ccc2s1)N1CCCc2ccccc21	-4	-3	-3	-8	-26
33	CCOC(=O)C1CCN(CC(=O)N2C(C)CCCC2C)CC1 (stereo not drawn)	-12	-7	-2	6	-2
34	Cc1ccc([N+](=O)[O-])c(OCCn2cnc3ccccc32)c1	-4	3	-1	0	5
35	O=C(NCc1ccc(Cl)cc1)C1CCN(S(=O)(=O)c2cc([N+](=O)[O-])ccc2Cl)CC1	-4	1	-2	-1	4
36	Cc1ccc(-c2csc(C(C)(O)c3cccc(F)c3)n2)cc1C (stereo not drawn)	0	3	1	-2	·
37	Cc1csc(SCC(=O)NC(=O)C2CCCCC2)n1	11	0	11	4	-2
38	CC(C)NC(=O)Cn1c(SCC(=O)N2CCCCCC2)nc2ccccc21	-6	-6	8	-2	5
39	CC1(C)CC(Nc2ccc(Nc3ccccc3)cc2)CC(C)(C)N1	-5	-2	10	-1	4
40	CC(Oc1ccccc1)C(=O)N1CCc2ccccc2C1 (stereo not drawn)	-1	-5	5	0	0
41	O=C(CNc1ccc(F)cc1)N/N=C/c1c(O)ccc2ccccc12	-6	0	0	-2	-25
42	CC(C)[C@H](NC(=O)c1ccccc1)C(=O)Nc1ccc2c(c1)OCO2	15	-2	10	-4	-2
43	O=C(COC(=O)CNC(=O)c1ccc(Br)o1)Nc1ccc2c(c1)OCCO2	-5	4	3	0	2
44	Cc1ccc(CN=C2Nc3ccccc3CS2)cc1	-8	-3	-3	-2	-8
45	COCCn1c(SCC(=O)Nc2cccnc2Cl)nc2cc(Cl)ccc2c1=O	13	0	17	3	-10

No.	CHRM4 agonist	CHRM4 antagonist	CRFBP-R2 agonist	M5 antag
31	9	24	0.7	31*
32	1	7	1.1	7
33	0	19	-0.6	-15
34	3	-1	7.9	6
35	4	-8	-0.6	2
36	1	-5	·	3
37	0	-9	1.1	3
38	0	-4	0.0	10
39	3	2	0.4	-8
40	0	-3	0.1	1
41	18	-32	-0.3	-1
42	1	-6	-0.6	10
43	2	16	-0.7	0
44	1	-11	0.0	-3
45	-1	-10	-0.6	1

New compounds follow:
No.	SMILES	M4 PAM	CHRM5 agonist	M1 PAM	M5 PAM	CRFBP-R2 block
46	Cc1cc(Nc2ccccc2)c2c([N+](=O)[O-])ccc(C)c2n1	1	-6	6	-1	14
47	COCCNC(=O)NC(=O)CN1CCCc2ccccc21	-11	-2	4	-5	-16
48	O=C(Cc1ccccc1)N/N=C/c1cc2c(cc1Cl)OCO2	-1	1	1	-13	-12
49	OCCC1CN(Cc2cnc(N3CCCC3)s2)CCN1C1CCCC1 (stereo not drawn)	-15	-8	-8	4	-4
50	Cc1noc(C(=O)Nc2ccc(F)c(Cl)c2)c1Cl	-21	0	-30	-16	-27
51	Cc1cccc[n+]1CC(=O)Nc1ccccc1	2	-1	11	-8	3
52	COc1cccc2oc(CCc3ccccc3)cc(=O)c12	8	5	3	7	-10
53	COc1ccc(C(=O)Oc2ccc(N(C)S(=O)(=O)c3ccccc3)cc2)cc1[N+](=O)[O-]	-13	0	-6	-2	-9
54	Cc1ccc(-c2ccc(=O)n(CC(=O)NCCN(CC(C)C)CC(C)C)n2)cc1	-3	4	14	24*	-8
55	Cc1ccc([N+](=O)[O-])cc1S(=O)(=O)NCC1COc2ccccc2O1 (stereo not drawn)	-2	1	2	-4	-3
56	CC1(C)C=Cc2cc3ccc(=O)oc3cc2O1	10	-2	7	-3	9
57	Cc1ccc(C)c(CN2C(=O)c3ccccc3S(=O)c3ccc(C(=O)NCCCN4CCCC4)cc32)c1 (stereo not drawn)	-6	-9	-14	-9	-16
58	COc1cc(NC(=O)CCNC(=O)Cn2cnc3sc4c(c3c2=O)CCCC4)cc(OC)c1OC	0	-2	0	6	0
59	Cc1ccc(S(=O)(=O)NC(CC(=O)O)c2ccccc2)cc1 (stereo not drawn)	10	-2	6	3	-9

No.	CHRM4 agonist	CHRM4 antagonist	CRFBP-R2 agonist	M5 antag
46	-2	4	2.7	8
47	0	-2	17	4
48	10	-4	-2.2	12
49	1	21	-2.4	13
50	2	95*	1.6	19
51	1	-4	-0.3	7
52	2	4	-3.3	4
53	5	-2	2.7	9
54	0	-6	-8.9	13
55	7	3	-0.4	9
56	0	-12	-2.0	4
57	2	11	3.4	22
58	1	-15	0.6	-10
59	0	-8	2.8	-1

High-throughput results (PubChem)
